Screening results deposited in PubChem by National Center for Advancing Translational Sciences (NCATS).
BRCA1 expr up: qHTS Assay to Identify Small Molecule Activators of BRCA1 Expression | MCF7-BRCA1-FFLuc reporter, luminescence, 48 h; response scale: scaled: vehicle 0%, 10 µM genistein 100% | Potency, µM (series often up to 46.1 µM), for inactives: at the top dose activation, usual class: activators | 380,000 compounds, 1.1% hits; further: potency means the concentration at half of the fitted maximal effect; nearly all actives have a fitted effect of over 80% in size; some results filed as inactive show a strong effect at the top dose
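Using MCF7 cells harboring a BRCA1 firefly luciferase reporter, plated 2 h before compound pinning, the screen measured luminescence after 48 h incubation. Responses were normalized to DMSO and 10 microM genistein, then fitted for concentration-effect.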
RORg inh: qHTS for inhibitors of ROR gamma transcriptional activity. Nuclear receptor ROR-gamma (Mus musculus), P51450. Drosophila S2 Gal4-RORgamma UAS-luciferase reporter, 20 h. Potency, µM (top dose mostly 53.6 µM), without a hit: top-dose activity change, negative = inhibition, actives largely listed as inhibitors. 310,000 compounds, 5.4% hits; further: potency means the concentration at half of the fitted maximal effect; on the % scale 0 is the no-effect control and ±100 the full control effect; nearly all actives have a fitted effect of over 60% in size
Target sequence (P51450 whole entry, looked up, the tested form may be a part): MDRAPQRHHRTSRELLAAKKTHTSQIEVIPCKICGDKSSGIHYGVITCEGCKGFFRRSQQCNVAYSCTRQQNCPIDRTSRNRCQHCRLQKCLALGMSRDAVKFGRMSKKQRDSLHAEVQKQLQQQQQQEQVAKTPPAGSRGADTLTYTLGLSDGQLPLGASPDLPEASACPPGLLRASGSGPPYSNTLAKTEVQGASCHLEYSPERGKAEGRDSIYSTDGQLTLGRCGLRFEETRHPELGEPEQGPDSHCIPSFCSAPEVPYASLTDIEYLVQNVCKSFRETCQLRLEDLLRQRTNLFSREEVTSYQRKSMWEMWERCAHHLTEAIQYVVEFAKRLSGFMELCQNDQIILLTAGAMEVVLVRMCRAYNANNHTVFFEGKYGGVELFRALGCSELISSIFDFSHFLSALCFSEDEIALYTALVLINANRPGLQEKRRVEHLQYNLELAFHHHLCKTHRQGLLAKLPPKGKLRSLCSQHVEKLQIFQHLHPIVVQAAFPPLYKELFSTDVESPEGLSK
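Luminescence from a UAS-regulated Photinus luciferase reporter in stably transfected Drosophila Schneider cells is measured; decreased signal marks ROR gamma inhibition. Fusion expression is induced by 700 uM copper sulfate for 20 hr.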
Tb PFK inh: qHTS Assay to Find Inhibitors of T. brucei phosphofructokinase; 330,000 compounds, 0.17% hits; T. brucei PFK, ADP-Glo luminescence; ATP-dependent 6-phosphofructokinase (Trypanosoma brucei brucei), O15648; Potency, µM (top dose mostly 57.5 µM), inactives show at the highest dose activity, negative = inhibition, usual class: inhibitors;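 further: potency means the concentration at half of the fitted maximal effect; 0% = uninhibited 1x PFK enzyme wells and -100% = no-enzyme wells; nearly all actives have a fitted effect of over 60% in size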
Target sequence (O15648 whole entry, looked up): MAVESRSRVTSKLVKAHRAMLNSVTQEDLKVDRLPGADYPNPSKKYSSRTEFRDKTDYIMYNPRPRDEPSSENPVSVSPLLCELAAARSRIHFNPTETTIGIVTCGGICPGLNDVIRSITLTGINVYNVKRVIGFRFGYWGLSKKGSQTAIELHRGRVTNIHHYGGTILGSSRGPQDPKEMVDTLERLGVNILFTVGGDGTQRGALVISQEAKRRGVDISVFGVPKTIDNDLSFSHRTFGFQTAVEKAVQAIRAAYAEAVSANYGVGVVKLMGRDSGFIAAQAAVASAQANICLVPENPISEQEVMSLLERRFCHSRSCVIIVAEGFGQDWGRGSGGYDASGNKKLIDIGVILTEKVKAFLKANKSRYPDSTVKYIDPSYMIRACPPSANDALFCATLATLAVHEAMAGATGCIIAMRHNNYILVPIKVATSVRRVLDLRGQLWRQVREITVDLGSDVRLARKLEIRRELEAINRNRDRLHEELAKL
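Luminescent ADP detection (ADP-Glo, two-step: ATP depletion then ADP-to-ATP conversion for luciferase) reported PFK activity after 45 min room-temperature reaction of 1.25 nM enzyme with 0.5 mM F6P and 0.1 mM ATP at pH 8.0.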
ELG1 repair inh: qHTS screen for small molecules that inhibit ELG1-dependent DNA repair in human embryonic kidney (HEK293T) cells expressing luciferase-tagged ELG1. HEK293T ELG1-luciferase reporter, luminescence, 16 h; DNA damage induced by 5-fluorouridine. Potency, µM (series often up to 46.1 µM), for the others: top-dose activity change, negative = inhibition, usual class: inhibitors. 330,000 compounds, 2.3% hits. AID 504467, 2011; further: potency means the concentration at half of the fitted maximal effect; on the % scale 0 is the no-effect control and ±100 the full control effect; nearly all actives have a fitted effect of over 55% in size
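Reporter activity after DNA damage by 5-fluorouridine is monitored. Compound-treated cells incubate 16 hr at 37 °C, then ONE-Glo is added for 30 min before luminescence reading.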
ELG1 genotox: qHTS screen for small molecules that induce genotoxicity in human embryonic kidney (HEK293T) cells expressing luciferase-tagged ELG1 | HEK293T ELG1-luciferase reporter, luminescence, 16 h | 330,000 compounds, 1.3% hits | AID 504466, 2011 | Potency, µM (top dose mostly 46 µM), for inactives: at the top dose activity change, positive = activation, hits mostly activators; further: potency means the concentration at half of the fitted maximal effect; % of control where 0% means no effect; nearly all actives have a fitted effect of over 60% in size
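Genotoxicity was scored as increased ELG1-luciferase reporter signal, measured by ONE-Glo luminescence (30 min, room temperature). Compound or vehicle exposure of the HEK293T reporter cells lasted 16 hr at 37°C.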
VP16 counter: VP16 counterscreen qHTS for inhibitors of ROR gamma transcriptional activity | Drosophila S2 Gal4-VP16 UAS-luciferase, luminescence, 20 h | Potency, µM (titrated, usually from 53.6 µM), without a hit: top-dose activity, negative = inhibition, usual class: inhibitors | 310,000 compounds, 3.5% hits;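 further: Gal4-VP16 expression switched on by copper sulfate through the metallothionein promoter; potency means the concentration at half of the fitted maximal effect; on the % scale 0 is the no-effect control and ±100 the full control effect; nearly all actives have a fitted effect of over 50% in size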
NPC1 prom act: qHTS Assay for NPC1 Promoter Activators | Potency, µM (titrated, usually from 9.22 µM), for the others: at the top dose activation, actives largely listed as activators | Huh7 NPC1 promoter luciferase reporter, 24 h | 320,000 compounds, 2.4% hits;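 further: potency means the concentration at half of the fitted maximal effect; % of control where 0% means no effect; nearly all actives have a fitted effect of over 60% in size; reporter is driven by a mutant NPC1 promoter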
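Luminescence from an NPC1 promoter-driven luciferase reporter in stably transfected Huh7 cells was measured after 24 h compound treatment at 37 °C, followed by 10 min ambient incubation with luciferase detection reagent.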
p53 reactivation: qHTS assay for re-activators of p53 using a Luc reporter | Potency, µM (highest dose often 92.2 µM), for inactives: at the top dose activity change, positive = activation, usual class: activators | AID 504706, 2011 | 320,000 compounds, 0.063% hits | H1299 p53-A138V BP100-luciferase reporter, luminescence, 24 h; further: potency means the concentration at half of the fitted maximal effect; % of control where 0% means no effect; nearly all actives have a fitted effect of over 45% in size
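H1299 (p53-null), stable ts p53-A138V + BP100-Luc; 1000 cells/well, Opti-MEM/10% FBS; cpd 4 pt, 1:5; 24 h, 37 deg C, 5% CO2; detection reagent 10 min RT; luminescence.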
Rab9 promoter act: qHTS Assay for Rab9 Promoter Activators; Huh7 Rab9 promoter-luciferase reporter, luminescence, 24 h; Potency, µM (series often up to 9.22 µM), for inactives: at the highest dose activation, negative = inhibition, most hits filed as activators; 320,000 compounds, 2.8% hits; further: potency means the concentration at half of the fitted maximal effect; % of control where 0% means no effect; nearly all actives have a fitted effect of over 60% in size
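Luminescence from Amplite-detected luciferase (10 minutes, ambient) reports Rab9 promoter activation. Before that, stable Rab9-luciferase Huh7 cells (1500/well, reduced-serum OP-MEM I plus 10% FBS) were exposed to compound for 24 hours at 37C.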
TRPV1 ag: HTS Assay for Compounds that Act as Agonists of the Vanilloid Receptor 1 | TRPV1-expressing cells, Fluo-8 calcium influx, agonist mode | activation, % at 8.33 µM | 320,000 compounds, 0.19% hits; in the data active means activation above about 80%; inconclusive means between about 30% and that limit; further: 0% is about no effect
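Fluo-8 calcium influx in TRPV1-expressing cells, kinetic read (ex 480/em 520 nm). Compound added and read 3 min for agonist activity, followed by capsaicin at EC20 final and 2 min further read for enhancement.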
FLuc counter: qHTS profiling assay for firefly luciferase inhibitor/activator using purifed enzyme and Km concentrations of substrates (counterscreen for miR-21 project) | Luciferin 4-monooxygenase (Photinus pyralis), P08659 | purified FLuc, Km substrates, luminescence inhibition | Potency, µM (series often up to 57.5 µM), for inactives: at the top dose activity change, negative = inhibition, actives largely listed as inhibitors | 360,000 compounds, 6.9% hits | AID 588342, 2011;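 further: potency means the concentration at half of the fitted maximal effect; plate controls were vehicle for no effect and reference inhibitor for full effect; nearly all actives have a fitted effect of over 55% in size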
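Purified P. pyralis luciferase (10nM final) with 10uM D-luciferin and 10uM ATP (Km levels) in 50mM Tris acetate pH 7.5, 10mM Mg acetate, 0.01% Tween-20, 0.05% BSA; qHTS 6-point titration, ~60 µM downward; luminescence read.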
Active calls of the source: *; u = inconclusive; x = not tested or not shown; [ ] = dose if it differs, or a comment. Unless noted, the call rests on the fitted dose curve; in most records, active means well fitted curve in the direction sought with a large enough effect; inconclusive means small, poorly fitted or top-dose-only effect, or another doubt; inactive means no such curve, though single readings can be large; an effect the other way counts as inactive or inconclusive.

Each structure is followed by: BRCA1 expr up	RORg inh	Tb PFK inh	ELG1 repair inh	ELG1 genotox	VP16 counter	NPC1 prom act	p53 reactivation	Rab9 promoter act	TRPV1 ag	FLuc counter
(1) COc1ccccc1NC(=O)CSc1ccc(-c2ccc(-n3cccn3)cc2)nn1
 : -34%	x	-14%	-8%	0%	x	13%	18%	13%	-3	1.5µM*
(2) C=CCn1c(=N)n(CC(=O)c2cccc([N+](=O)[O-])c2)c2ccccc21
 : -25%	-3%	-1%	-6%	8%	-16%	u	-2%	u	1	u
(3) Cc1cc(NC(=O)CSc2nc3ccsc3c(=O)n2CCCC(=O)NCCc2ccccc2)no1
 : -27%	38%	-3%	-4%	3%	-7%	-2%	-3%	-3%	-1	-1%
(4) CSc1nsc(SCC(=O)NCc2ccccc2)n1
 : -3%	x	1%	6%	-1%	x	-3%	x	-1%	8	1%
(5) Cn1cc(CN2CCCC(CO)(Cc3cccc(Cl)c3)C2)cn1 (centres undefined)
 : 4%	-4%	-3%	-4%	-1%	3%	-2%	-1%	-14%	-1	2%
(6) CCOc1nc(OCC)c2cnn(C)c2n1
 : -10%	34%	6%	u	-6%	5%	4%	-1%	-4%	2	2%
(7) COC(=O)c1ccccc1N1CCS(=O)(=O)CC1
 : 13%	4%	3%	10%	0%	-9%	0%	6%	-6%	-3	-3%
(8) COC(=O)CNC(c1ccccc1)c1cc(Br)ccc1N (centres undefined)
 : -24%	-1%	0%	0%	-4%	6%	2%	-4%	-10%	25	0%
(9) COCCNC(=O)c1cc(-c2cccnc2)nc2ccc(Br)cc12
 : 1%[1.84 µM]	u	4%	-3%	0%	0%	0%	-2%	4%	1	u
(10) COc1ccc(C2=CN(Cc3ccccc3)C(c3ccccc3)CC2=O)cc1 (centres undefined)
 : 100%	x	8%	u	11%	x	x	18%	x	x	x
(11) Cc1cc(CNC(=O)COc2ccc(F)cc2Cl)cc(C)c1O
 : 0%	23%	-6%	u	0%	-13%	5%	-4%	-14%	-6	-8%
(12) N#Cc1ccsc1NC(=O)CN1CCN(S(=O)(=O)c2ccc3ccccc3c2)CC1
 : -25%	u	-3%	4%	-1%	-8%	1%	-1%	-4%	1	-2%
(13) Cc1ccc(S(=O)(=O)N(CC(=O)NCC2CCCO2)Cc2cccc(C)c2)cc1 (centres undefined)
 : -16%	-27%	0%	-1%	-4%	5%	-6%	-7%	4%	u	5%
(14) CC(=O)NC(Cc1cccc(F)c1)C(=O)NC1CCN(c2nnnn2-c2ccccc2)CC1 (centres undefined)
 : 0%	6%	1%	-4%	-2%	-14%	-2%	2%	-2%	1	0%
(15) O=C(CCCCC(=O)NCCc1ccccc1)NCCc1ccccc1
 : -4%	10%	2%	-14%	-4%	3%	-1%	10%	-2%	-4	-1%

Record cards, from the list above. Screens in order: BRCA1 expr up	RORg inh	Tb PFK inh	ELG1 repair inh	ELG1 genotox	VP16 counter	NPC1 prom act	p53 reactivation	Rab9 promoter act	TRPV1 ag	FLuc counter
CCOc1nc(OCC)c2cnn(C)c2n1 is listed with -10%	34%	6%	u	-6%	5%	4%	-1%	-4%	2	2%
Cc1cc(NC(=O)CSc2nc3ccsc3c(=O)n2CCCC(=O)NCCc2ccccc2)no1 is listed with -27%	38%	-3%	-4%	3%	-7%	-2%	-3%	-3%	-1	-1%
COc1ccc(C2=CN(Cc3ccccc3)C(c3ccccc3)CC2=O)cc1 (centres undefined) is listed with 100%	x	8%	u	11%	x	x	18%	x	x	x

Further entries follow:
#	mol	BRCA1 expr up	RORg inh	Tb PFK inh	ELG1 repair inh	ELG1 genotox	VP16 counter	NPC1 prom act	p53 reactivation	Rab9 promoter act	TRPV1 ag	FLuc counter
16	CC(C)OCCCNC(=O)NC12CC3CC(CC(C3)C1)C2	35%	u	0%	u	4%	15%	9%	10%	3%	21	-14%
17	Cc1ccccc1NC(=O)Nc1ccccc1Br	7%	8%	6%[0.46 µM]	0%	-3%	4%	-3%	-9%	0%	25	1%
18	COc1ccccc1N1CCN(C(=O)CSc2nnc(NC(=O)C(C)C)s2)CC1	-8%	25%	-1%	-5%	-6%	-7%	-6%	1%	0%	-3	3%
19	Cc1nn(CC(=O)NNC(=S)NCC2CCCO2)c(C)c1Br (centres undefined)	-16%	9%	3%	4%	0%	5%	0%	0%	4%	18	-1%
20	Cc1ccc(O)c(NC(=O)CSc2n[nH]c(-c3ccccc3)n2)c1	-32%	u	-2%	4%	-10%	u	4%	-1%	-6%	-2	u
21	Cc1noc(C)c1COC(=O)c1cnc(Cl)c(Cl)c1	-52%	-4%	0%	u	u	3%	-1%	-3%	-5%	-4	-5%
22	CC(C)c1nc2n[nH]c(N)c2c2c1CCCC2	24%	27%	4%	-20%	-4%	4%	-3%	-7%	3%	-6	0%
23	CSC1=NSC2=NC(=O)/C(=C/c3coc4ccccc4c3=O)C(=N)N12	-11%	36%	5%	22%	-1%	13%	-2%	21%	0%	u	u
24	CCC(C)(C)NC(=O)C(c1ccco1)N(C(=O)CNC(=O)c1cccs1)c1cccnc1 (centres undefined)	15%	2%	-6%	-7%	3%	-2%	-2%	-5%	-4%	1	2%
25	CCOC(=O)c1cc(S(=O)(=O)NC2CCC(C)CC2)cn1C (centres undefined)	-3%	18%	0%	4%	-1%	4%	-3%	-1%	-3%	10	0%
26	COc1ccc(OC)c(NC(=O)CN(c2ccc(C)cc2)S(=O)(=O)c2c(C)n[nH]c2C)c1	-21%	17%	3%	-2%	-1%	2%	-1%	-9%	0%	3	-1%
27	Cc1ccccc1C(=O)NCC(=O)NNC(=O)CCN1CCN(c2ccccc2)CC1	-5%	-20%	-5%	0%	3%	1%	-2%	15%	-3%	1	4%
28	CC1(C)CC(=O)c2c(O)cc(OCc3ccc([N+](=O)[O-])cc3)cc2O1	u	45%	-2%	u	u	2%	2.5µM*	22%	3.5µM*	-2	4.8µM*
29	Cc1ccc(S(=O)(=O)N2CCOCC2)cc1NC(=O)COC(=O)C1(C)CC1(Cl)Cl (centres undefined)	-1%	x	4%	u	-4%	x	x	-10%	x	x	x
30	CC(Sc1nnnn1C)C(=O)Nc1ccccc1 (centres undefined)	0%	20%	0%	1%	3%	-6%	-8%	-1%	-5%	3	-1%
31	CCOc1ccc(NC(=O)N2CCN(S(C)(=O)=O)CC2)cc1	9%	-2%	1%	-6%	-1%	-4%	1%	-1%	-4%	9	5%
32	CCCN(CCO)Cc1ccc(Cl)c(Cl)c1	-7%	3%	0%	8%	1%	8%	-4%	2%	-5%	7	1%
33	COc1cc(C(=O)Nc2c(-c3ccccn3)c(=O)c3ccccc3n2C)cc(OC)c1OC	x	-3%	6%	11%	1%	-7%	-4%	0%	1%	-4	8%
34	Cc1ccc(OCCN2C(=O)CSC2=O)cc1	10%	28%	4%	u	5%	2%	0%	16%	-8%	-5	-1%
35	O=S(=O)(Nc1ccc(S(=O)(=O)N2CCCCCC2)cc1)c1cccs1	-5%	-11%	0%	1%	-4%	7%	1%	0%	15%	-3	2%
